VEEV TC-83 Vero: inhibitors of VEEV TC-83 cytopathic effect, confirmation, Vero cells (AID 588727); 350,000 tested, 0.13% active; one-dose inhibition, % at 20 µM; IC50 in µM for titrated hits; Vero cells, VEEV TC-83 cytopathic effect inhibition; higher % means a stronger effect; in the data active = a potency from the dose series; inconclusive = inhibition mostly from about 14% at the one dose, without a potency; inactive = the rest, 99 in 100 with inhibition below about 12%; also: strong numbers were not always called active
H1N1 NS1A inhibition: H1N1 influenza NS1A inhibitors, functional cell based assay (AID 504329) | NS1A functional cell-based assay, percent inhibition; higher % means a stronger effect | inhibition, % at 12.5 µM; hits with a dose series show IC50 in µM | 340,000 tested, 0.3% active; in the data active = a potency from the dose series; inconclusive = inhibition above about 27% without an active follow-up result; also: strong numbers were not always called active
tuberculosis growth: growth inhibition of non-replicating M. tuberculosis (AID 488890); inhibition, % at 25 µM, or IC50 in µM where a hit was titrated; 320,000 tested, 0.39% active; Mycobacterium tuberculosis non-replicating, growth inhibition; higher % means a stronger effect; in the data active = a potency from the dose series; inconclusive = inhibition mostly from about 82% at the one dose, without a potency; inactive = the rest, 99 in 100 with inhibition below about 76%;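 also: plate controls were DMSO cells for no effect and high antibiotic wells for full effect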
PhoP GFP inhibition: PhoP regulon inhibitors, Salmonella typhi PhoP promoter GFP reporter, confirmatory (AID 1850); 310,000 tested, 0.33% active; Salmonella Typhi PhoP-promoter GFP reporter, fluorescence, 4 h; higher % means a stronger effect; inhibition, % at 50 µM, or IC50 in µM where a hit was titrated; in the data active = a potency from the dose series; inconclusive = inhibition mostly from about 25% at the one dose, without a potency; inactive = the rest, 99 in 100 with inhibition below about 19%;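 also: 0% = induced wells with vehicle and 100% = uninduced wells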
M. tuberculosis HTS: M. tuberculosis growth inhibition, HTS (AID 449762); inhibition, % at 25 µM, or IC50 in µM where a hit was titrated; M. tuberculosis H37Rv growth inhibition, 7H9 media; higher % means a stronger effect; 330,000 tested, 0.59% active; in the data active = a potency from the dose series; inconclusive = inhibition above about 70% without an active follow-up result;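 also: bacterial growth assessed after seven days of incubation; strong numbers were not always called active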
* marks the source's active call; other numbers are inactive results; i = inactive; ? = inconclusive; / = not tested or not shown.

entry | Structure | VEEV TC-83 Vero | H1N1 NS1A inhibition | tuberculosis growth
1 | O=C(NC(Cc1ccc2c(c1)OCO2)C(=O)NC(Cc1ccccc1)C(=O)O)c1ccccc1 (centres undefined) | 0.3% | -4.2% | 1.7%
2 | CC(C)(C)c1ccc(SCCc2cccnc2)cc1 | i | -24.5% | 69.2%
3 | Cc1cccc(C(=O)NCc2ccco2)c1 | 0.7% | -0.8% | 76.5%
4 | Nc1c(C(=O)N/N=C/c2cccnc2)oc2nc(-c3ccccc3)cc(-c3ccco3)c12 | 7.9% | / | -5.7%
5 | Cc1ccc2cc(CCNS(=O)(=O)c3ccc(F)cc3)c(=O)[nH]c2c1C | 1.8% | -2.9% | -9.6%
6 | C=CCn1c(C)nnc1SCC(=O)c1[nH]c(C)c(C(C)=O)c1C | 0.8% | 2.5% | -4.8%
7 | COc1ccccc1N1CC(C)(C)C(=O)N(C(=O)c2ccc(C)cc2)C1=S | 1.0% | -16.5% | 25.2%
8 | C[C@H](CO)N1C[C@H](C)[C@@H](CN(C)C(=O)Nc2ccc3c(c2)OCO3)Oc2c(NS(=O)(=O)c3ccc(F)cc3)cccc2C1=O | 0.7% | -16.3% | 12.9%
9 | Cc1cccc(NC(=O)/C(C#N)=C\c2ccc(C(=O)O)cc2)c1 | 0.3% | -1.2% | -17.0%
10 | O=C(Nc1ccc(C(=O)c2ccccc2)cc1)c1ccccc1 | 5.3% | 20.0% | 30.4%
11 | CCOC(=O)c1c(C)[nH]c(C)c1S(=O)(=O)N1CCCCC1 | 0.3% | -11.9% | 16.5%
12 | O=C(NC12CC3CC(CC(C3)C1)C2)N1CC2Cc3cccc(=O)n3C(C2)C1 (centres undefined) | 3.2% | 4.0% | 5.5%

entry | PhoP GFP inhibition | M. tuberculosis HTS
1 | 2.7% | -1.4%
2 | -6.8% | 13.4%
3 | -2.3% | 7.5%
4 | -10.9% | 4.2%
5 | 22.6% | 0.2%
6 | 2.6% | -3.9%
7 | -1.2% | 5.2%
8 | / | -7.0%
9 | -7.7% | -5.9%
10 | 13.4% | 4.9%
11 | 11.1% | -0.4%
12 | -19.3% | 6.6%

Following part.
entry | Structure | VEEV TC-83 Vero | H1N1 NS1A inhibition | tuberculosis growth
13 | O=C(CSc1nc2ccccc2c(=O)[nH]1)c1ccccc1 | 3.1% | -5.5% | -5.3%
14 | COc1ccc(NC(=O)Cn2nnc(C(=O)NCCc3ccccc3)c2N)c(OC)c1 | 2.1% | 0.7% | -3.5%
15 | COC(=O)Cc1ccc(NC(=S)NCc2cccc(OC)c2)cc1 | 1.4% | -5.1% | ?
16 | Cn1cc(Br)c(C(=O)N/N=C/c2cc3c(cc2Cl)OCO3)n1 | 1.4% | -9.9% | /
17 | COc1ccc(CNCc2ccc(F)cc2)c(OC)c1 | 0.7% | -20.7% | 12.4%
18 | NS(=O)(=O)c1ccc(CCNC(=O)COC(=O)CC(c2ccccc2)c2ccccc2)cc1 | 2.4% | / | 15.2%
19 | CC(C)NC(=O)c1c(O)c2ccccc2[nH]c1=O | 4.6% | -3.2% | -1.8%
20 | O=C(Nc1cc(C(F)(F)F)ccc1Cl)c1cccc(N2C(=O)CCC2=O)c1 | 0.8% | 4.2% | -1.7%
21 | OCCNc1cc(Cl)ncn1 | 7.8% | 9.5% | -15.4%
22 | CC1CCc2sc(C(=O)Nc3nnc(SCc4ccc(F)cc4)s3)cc2C1 (centres undefined) | 0.1% | -1.4% | 10.0%
23 | COc1ccc(N2CCN(C(=O)c3ccc(NS(=O)(=O)c4ccc(F)c(F)c4)cc3)CC2)cc1 | i | 3.4% | 4.5%
24 | COc1ccc(NC(C)=O)cc1NC(=O)CN1CCN(CC(=O)Nc2ccccc2Cl)CC1 | 3.1% | -2.5% | 26.7%

entry | PhoP GFP inhibition | M. tuberculosis HTS
13 | -10.4% | 4.2%
14 | -0.9% | 0.2%
15 | 3.6% | 2.9%
16 | / | /
17 | -4.7% | -2.8%
18 | 11.1% | 2.3%
19 | -0.6% | -3.6%
20 | -3.3% | -9.3%
21 | 4.6% | -0.4%
22 | -11.3% | -6.7%
23 | 1.1% | -11.3%
24 | -1.1% | 5.1%

Profiles, looked up by structure.
COC(=O)Cc1ccc(NC(=S)NCc2cccc(OC)c2)cc1 is entered as VEEV TC-83 Vero: 1.4%; H1N1 NS1A inhibition: -5.1%; tuberculosis growth: ?; PhoP GFP inhibition: 3.6%; M. tuberculosis HTS: 2.9%
O=C(Nc1cc(C(F)(F)F)ccc1Cl)c1cccc(N2C(=O)CCC2=O)c1 is entered as VEEV TC-83 Vero: 0.8%; H1N1 NS1A inhibition: 4.2%; tuberculosis growth: -1.7%; PhoP GFP inhibition: -3.3%; M. tuberculosis HTS: -9.3%

Continuation.
entry | Structure | VEEV TC-83 Vero | H1N1 NS1A inhibition | tuberculosis growth
25 | Cc1ccc(C)c(CNC(=O)Nc2ccccc2)c1 | 4.6% | -4.3% | -2.3%
26 | CC(C)CCCN1CCN=C1N(C)C | 0.4% | -2.6% | 1.0%
27 | CC(C)CN(CCCNC(=O)CC1Oc2ccccc2NC1=O)CC(C)C (centres undefined) | 2.7% | -6.2% | 10.2%
28 | Cc1cc(-c2nc3ccccc3[nH]2)ccc1N | 0.1% | -10.4% | -17.1%
29 | O=C(O)CSCCCC(=O)Nc1ccc(Br)cc1 | i | -1.9% | 5.3%
30 | Cc1ccc(C(=O)c2cc([N+](=O)[O-])ccc2N2CCCCC2)c(C)c1 | 5.9% | 3.5% | 11.6%
31 | Cc1cc(C)cc(NC(=O)C2C3C=CC4(O3)C2C(=O)N(CCCN2CCCC2)C4C(=O)NC2CCCC(C)C2C)c1 (centres undefined) | 0.2% | -14.4% | 6.0%
32 | Cc1ccc(NC(=O)CN(C)Cc2c(O)ccc3ccccc23)cc1 | / | / | ?
33 | O=C(NCCCN1CCCCCC1)c1ccc(N2CCCC2=O)cc1 | i | -9.1% | -10.9%
34 | COc1cccc(C(=O)N/N=C(\C)c2cccc(NC(=O)c3ccc(F)cc3)c2)c1OC | 5.9% | -3.4% | 17.2%
35 | O=C(N/N=C/c1cccc(Oc2ccccc2)c1)c1ccncc1 | 0.1% | -5.7% | 78.9%
36 | CCOC(=O)CN(Cc1ccccc1)S(=O)(=O)c1ccc(NC(C)=O)cc1 | i | -1.8% | 3.0%

entry | PhoP GFP inhibition | M. tuberculosis HTS
25 | 3.6% | 1.8%
26 | -4.7% | -9.9%
27 | -3.6% | -3.3%
28 | -1.1% | -3.0%
29 | -7.1% | -6.5%
30 | -7.8% | -11.6%
31 | -11.6% | 10.9%
32 | 3.8% | -3.5%
33 | 4.1% | -2.4%
34 | 2.1% | 1.7%
35 | 3.7% | ?
36 | -8.6% | -1.2%

Next records
entry | Structure | VEEV TC-83 Vero | H1N1 NS1A inhibition | tuberculosis growth
37 | CCOC(=O)c1c(NC=O)sc2c1CCC2 | i | 0.2% | -16.9%
38 | O=C(CCc1nnc2ccc(N3CCCCC3)nn12)NCc1ccco1 | i | -4.3% | -1.1%
39 | CCn1c(=O)n(CC(=O)Nc2cc(OC)ccc2OC)c(=O)c2ccccc21 | 1.6% | 1.0% | 4.8%
40 | CC(=O)c1[nH]c(C)c(C(=O)N2CCCC(Nc3ccc(C(C)C)cc3)C2)c1C (centres undefined) | 3.6% | 7.6% | /
41 | Cc1ccc(S(=O)(=O)N(C)c2ccc(C(=O)NCC3CCCO3)cc2)cc1 (centres undefined) | 4.2% | -5.2% | -14.3%
42 | CC1(C)Cc2nc3sc(C(=O)O)c(N)c3cc2CS1 | / | / | -2.6%
43 | CCN(C(=O)CN1CCc2ccccc21)c1c(N)n(Cc2ccccc2)c(=O)[nH]c1=O | i | 0.9% | -15.7%
44 | CCN(CC)S(=O)(=O)c1ccc2nc(CCl)[nH]c2c1 | 1.2% | 9.3% | 18.4%
45 | CCCC(=O)Nc1ccc(C(=O)COC(=O)c2cc(C)oc2C)cc1 | 2.4% | -9.6% | 28.2%
46 | O=C(/C=C/c1ccccc1)Nc1cc(NC(=O)/C=C/c2ccccc2)cc(C(=O)O)c1 | 0.1% | 2.3% | -2.0%
47 | CN1C2C=C3C(C#N)=C(N)C(C#N)(C#N)C(c4ccc(Br)cc4)C3C1CC2 (centres undefined) | 5.6% | 3.7% | 24.5%
48 | CN(C)S(=O)(=O)c1cccc(C(=O)Nc2ccc(C(=O)Nc3cccc(S(N)(=O)=O)c3)cc2)c1 | 3.4% | 4.5% | 15.5%

entry | PhoP GFP inhibition | M. tuberculosis HTS
37 | -1.2% | 2.7%
38 | -3.1% | 1.0%
39 | -2.9% | -4.8%
40 | / | /
41 | 16.4% | 7.5%
42 | 7.5% | 1.2%
43 | -1.3% | -3.9%
44 | -7.4% | -2.4%
45 | / | -3.1%
46 | 4.3% | 21.6%
47 | 12.1% | -5.2%
48 | / | 11.2%

Continued:
entry | Structure | VEEV TC-83 Vero | H1N1 NS1A inhibition | tuberculosis growth
49 | Cc1ccc(N(CC(=O)O)S(C)(=O)=O)cc1 | 0.9% | -2.7% | -1.6%
50 | COc1cccc2c1C(=O)c1c(O)c3c(c(O)c1C2=O)CC(O)(C(C)=NO)CC3OC1CC(N)C(O)C(C)O1 (centres undefined) | 2.1% | 32µM* | /
51 | CCCOc1ccc(CCCN=C(N)N)cc1Cl | 0.1% | / | 54.4%
52 | CN(Cc1nccn1C)C(=O)CC1C(=O)NCCN1CC(c1ccccc1)c1ccccc1 (centres undefined) | i | -3.9% | 5.6%
53 | CCN(Cc1ccccc1)C(=O)Cn1cc2c(n1)CCCC2 | 0.3% | 5.8% | -18.3%
54 | COc1ccc(CNCCCn2cnc(C(=O)Nc3ccc(C)c(C)c3)n2)cc1 | i | 2.2% | /
55 | Cc1ccc(SCCC(=O)NCc2ccco2)cc1 | 0.7% | -9.1% | 74.7%
56 | CS(=O)(=O)c1cnc2c(-c3ccsc3)cnn2c1N | 0.1% | -7.3% | 2.9%
57 | COc1ccccc1C(=O)NCCNC(=O)c1ccc(C)nc1 | 0.9% | 6.5% | -4.4%
58 | CC1CCCCN1Cc1nc2c(c(=O)n(C)c(=O)n2C)n1CCCc1ccccc1 (centres undefined) | i | -18.2% | -5.1%
59 | O=C(Nc1cccnc1)Nc1ccc(Br)cc1Cl | i | -2.5% | 12.0%
60 | CC1C(c2ccccc2)=[N+]([O-])C2(CCCC2)N1O (centres undefined) | 0.5% | 3.9% | -4.4%

entry | PhoP GFP inhibition | M. tuberculosis HTS
49 | 4.9% | -5.8%
50 | / | /
51 | 22.8% | -3.4%
52 | 13.4% | -4.9%
53 | 1.2% | -9.1%
54 | / | /
55 | 4.1% | 14.7%
56 | 23.7% | -2.8%
57 | 2.2% | 5.4%
58 | 1.0% | -0.1%
59 | -7.4% | -4.7%
60 | -5.3% | 7.7%

(list continues)
entry | Structure | VEEV TC-83 Vero | H1N1 NS1A inhibition | tuberculosis growth
61 | COc1ccc(-n2c(SCC(=O)Nc3cc(C(=O)O)ccc3C)nc3ccccc3c2=O)cc1Cl | 2.2% | 10.1% | -1.3%
62 | CSc1ccc(CN(C)CC(=O)NCc2ccc(F)cc2)cc1 | i | -15.0% | 75.1%
63 | C=C1C(=O)O[C@@H]2[C@H]1CC[C@H](C)[C@]1(O)CCC(=O)[C@@]21C | 0.1% | -9.6% | -5.4%
64 | CCOCCCNC(=O)C1(O)c2cc(Br)ccc2NC(=O)N1c1ccc(CC)cc1 (centres undefined) | 4.2% | -3.4% | -13.0%
65 | Cc1ccc2c(c1)C1CN(C)CCC1N2C(=O)c1ccco1 (centres undefined) | i | 3.2% | -3.5%
66 | COc1cccc(C2CCCCN2Cc2nc(-c3ccc(C)o3)oc2C)c1 (centres undefined) | 4.8% | 1.9% | 7.5%
67 | CC(C)(C)N(Cc1ccccc1)C(=O)COC(=O)C1CC1 | 1.4% | -10.6% | 11.9%
68 | Cc1ccccc1C(=O)c1c[nH]c(C(=O)N2CCN(c3ccccc3F)CC2)c1 | 3.3% | 0.6% | 25.2%
69 | CC(CN1CCOCC1)OC(=O)c1cccc(Cl)c1 (centres undefined) | 0.9% | -9.8% | -11.6%
70 | COc1cccc(C(=O)NCc2ccccc2OC)c1 | 0.1% | -4.9% | 14.0%
71 | CCN(CC)c1ccc2cc(C#N)c(=O)oc2c1 | 2.2% | / | 2.8%
72 | COc1cc(C2Nc3cc(C)c(C)cc3NC3=C2C(=O)CC(C)(C)C3)ccc1OC(C)=O (centres undefined) | i | -1.5% | 7.4%

entry | PhoP GFP inhibition | M. tuberculosis HTS
61 | 4.3% | -10.6%
62 | 12.3% | -8.6%
63 | -13.3% | 7.4%
64 | -2.0% | -6.4%
65 | 0.3% | 3.0%
66 | 1.9% | 15.5%
67 | / | 9.5%
68 | -13.7% | -3.3%
69 | -11.2% | 6.0%
70 | -2.5% | 4.1%
71 | -19.2% | 3.0%
72 | -5.2% | 0.3%
